Screening results from PubChem BioAssay.
GSK3 alpha inh – blockers of GSK3A enzyme activity – biochemical, luminescence, cell-free homogeneous, HTS, primary screen; 0.1% of 320,000 active; Glycogen synthase kinase-3 alpha (Homo sapiens), P49840; inhibition, % at 10 µM; GSK-3 alpha kinase, ADP-Glo luminescence, 60 min;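 in the data active = inhibition above about 50%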;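 note: GST-tagged GSK-3 alpha with peptide substrate and 25 µM ATP; 0% = DMSO neutral wells and 100% = GW8510 positive control wells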
RGS4 act – RGS4 potentiators or activators, primary screen, cell-based, HEK293 M3R inducible RGS4, calcium flux; carbachol calcium flux Fluo4; stronger effect = lower value; B-score at 10 µM; 0.92% of 310,000 active; AID 463111, 2010;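 active = B-score of the integrated calcium signal more than 4 SD below the library mean, with starting fluorescence not abnormally high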;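 note: negative B-score means reduced calcium response which marks RGS4 activation or potentiation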
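test system = M3R-expressing HEK293 line, RGS4 induced by doxycycline | probe or stimulus = carbachol at ECmax as muscarinic agonist stimulus | timing = dye loading 30 min 37 °C, buffer rest 30 min RT | signal = calcium dye Fluo4 fluorescence | evaluation = B score from integrated fluorescence ratio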
RGS4 inh – RGS4 inhibitors, primary screen, cell-based, HEK293 M3R inducible RGS4, calcium flux; Regulator of G-protein signaling 4 (Homo sapiens), P49798; Fluo-4 calcium flux; stronger effect = higher value; triggered by carbachol at its EC20; B-score at 10 µM; 0.45% of 310,000 active; AID 463165, 2010;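 active = B-score, a plate-corrected calcium signal, over three deviations above library mean, with baseline fluorescence within five deviations of library mean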;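 note: RGS4 expression induced by doxycycline in cells with stable M3 receptor; B-score is computed from the integrated fluorescence ratio over baseline after carbachol; higher B-score means a larger calcium signal and so more RGS4 inhibition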
Target sequence (P49798 whole entry, looked up): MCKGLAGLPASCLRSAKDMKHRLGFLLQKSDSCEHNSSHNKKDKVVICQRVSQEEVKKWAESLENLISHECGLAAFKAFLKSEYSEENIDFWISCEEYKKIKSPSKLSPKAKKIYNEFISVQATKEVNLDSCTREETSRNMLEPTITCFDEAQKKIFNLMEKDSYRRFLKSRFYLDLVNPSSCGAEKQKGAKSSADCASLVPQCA
KCNQ1 pot – potentiators or activators of KCNQ1 channel, primary screen, cell-based, thallium flux, high-throughput. CHO-K1 KCNQ1, thallium flux FluxOR fluorescence; stronger effect = higher value. AID 2648, 2010. 0.35% of 310,000 active. B-score at 10 µM. Potassium voltage-gated channel subfamily KQT member 1 (Homo sapiens), P51787;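 active = fluorescence ratio B-score, a plate-corrected score, at least three library SD, with initial intensity B-score within 5 SD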
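Assay system: stable KCNQ1 CHO-K1 line; medium: assay buffer, equal DMSO in all wells; timing: 90 min dye loading and 20 min compound exposure, both at room temperature; technique: kinetic FluxOR thallium fluorescence, 10-s 1-Hz baseline, 110-s post-stimulus read; read-out basis: B score of baseline-normalized fluorescence ratio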
PolyA inh – polyadenylation inhibitors in yeast reporter cells, primary screen, luminescence, S. cerevisiae; 0.02% of 300,000 active; S. cerevisiae SKY197-pL101 polyadenylation reporter, beta-gal luminescence; efflux-impaired pdr1/pdr3 knockout yeast; score 100 = 6 SD above DMSO; calls only at 12 µM;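 active = lowest replicate activity score at least 50, where 100 means six control SD above control mean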;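 note: yeast exposed to compound for 9 h at 30 °C; higher score means more reporter readthrough which indicates perturbed polyadenylation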
KCNK9 block – KCNK9 potassium channel inhibitors, primary screen, HEK293 cells, thallium flux. 1.2% of 310,000 active. FluxOR thallium flux fluorescence; stronger effect = lower value. Potassium channel subfamily K member 9 (Homo sapiens), Q9NPC2. B-score at 10 µM;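 active = ratio B-score over 3 SD below the library mean, with starting fluorescence within 5 SD of its mean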;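 note: negative B-score means less thallium flux so channel inhibition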
Target sequence (Q9NPC2 whole entry, looked up): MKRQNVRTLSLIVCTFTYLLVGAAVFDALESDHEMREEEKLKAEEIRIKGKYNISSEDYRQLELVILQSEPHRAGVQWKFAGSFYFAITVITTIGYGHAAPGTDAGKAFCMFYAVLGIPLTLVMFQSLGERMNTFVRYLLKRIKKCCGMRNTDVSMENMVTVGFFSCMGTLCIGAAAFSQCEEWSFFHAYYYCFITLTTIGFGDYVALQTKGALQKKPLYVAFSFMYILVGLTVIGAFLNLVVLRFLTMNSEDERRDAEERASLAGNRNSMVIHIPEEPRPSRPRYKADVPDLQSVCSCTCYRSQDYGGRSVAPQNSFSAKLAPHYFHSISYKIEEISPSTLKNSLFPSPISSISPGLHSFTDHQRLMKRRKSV
KCNK3 inh – human KCNK3 channel inhibitors, primary screen, CHO cells, FluxOR thallium flux, B-score; Potassium channel subfamily K member 3 (Homo sapiens), O14649; FluxOR fluorescence; stronger effect = lower value; B-score at 10 µM; 0.84% of 340,000 active; AID 602410, 2012;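 active = B-score under library mean minus 4 SD, starting fluorescence ratio at most library mean plus 5 SD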;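 note: more negative B-score means stronger inhibition of thallium flux through KCNK3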
Dyrk1A ADPGlo – rat Dyrk1A kinase inhibitors, primary screen, biochemical, single point, plate reader; inhibition, % at 12.5 µM; Dual specificity tyrosine-phosphorylation-regulated kinase 1A (Rattus norvegicus), Q63470; ADP-Glo luminescence, NFATc1 peptide; 0.43% of 310,000 active; in the data active = inhibition above about 50%;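 note: plate controls were vehicle with enzyme for no effect and no enzyme for full effect; many of its hits are not listed in these tables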
GSK3beta inhib – human GSK3beta kinase inhibitors, primary screen, biochemical, cell-free homogeneous, HTS; 0.038% of 300,000 active; AID 2097, 2009; Glycogen synthase kinase-3 beta (Homo sapiens), P49841; activity score (negative = inhibition), % at 10 µM; GST-GSK3beta kinase, ADP-Glo luminescence, 60 min; stronger effect = lower value;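 active = more than half of replicate wells score below -50%, meaning over 50% inhibition versus plate controls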;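 note: 0% = median DMSO wells and -100% = median GW8510 positive control wells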
Target sequence (P49841 whole entry, looked up): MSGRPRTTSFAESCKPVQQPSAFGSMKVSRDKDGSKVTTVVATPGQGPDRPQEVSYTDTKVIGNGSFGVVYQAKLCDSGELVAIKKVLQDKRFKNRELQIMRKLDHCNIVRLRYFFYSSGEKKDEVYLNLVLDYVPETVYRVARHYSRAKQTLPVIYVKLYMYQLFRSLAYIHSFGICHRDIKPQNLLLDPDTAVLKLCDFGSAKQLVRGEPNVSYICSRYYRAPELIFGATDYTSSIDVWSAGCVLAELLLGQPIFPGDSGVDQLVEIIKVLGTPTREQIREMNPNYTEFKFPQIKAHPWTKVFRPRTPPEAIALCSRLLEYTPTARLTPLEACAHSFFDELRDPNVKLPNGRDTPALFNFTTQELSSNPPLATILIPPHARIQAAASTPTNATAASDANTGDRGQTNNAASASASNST
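Test system: GST-tagged human GSK3beta kinase, cell-free; evaluation: activity score scaled between in-plate DMSO and GW8510 controls; measured by: ADP-Glo luminescence; incubation: 60 min reaction, RT; benchmarks: DMSO and 20 µM GW8510; reagent: peptide substrate plus 25 µM ATP (final); medium: Tris/MgCl2 kinase buffer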
KCNQ1 block – inhibitors of human KCNQ1 channel, primary screen, cell-based, thallium flux, high-throughput; Potassium voltage-gated channel subfamily KQT member 1 (Homo sapiens), P51787; CHO-K1 KCNQ1, FluxOR thallium flux fluorescence; stronger effect = higher value; B-score at 10 µM; 1.3% of 310,000 active;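 active = compounds whose thallium flux B-score, printed positive for inhibition, exceeds three library SD while starting fluorescence stays within three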;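 note: channel opened by potassium depolarization with thallium stimulus after 20 min compound exposure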
hERG protect – hERG rescue from dofetilide block, primary screen, cell-based, CHO-hERG, FluxOR thallium flux, dofetilide IC70. Voltage-gated inwardly rectifying potassium channel KCNH2 (Homo sapiens), Q12809. dofetilide IC70 present. activation (rescue from dofetilide block), less the hit threshold, % at 10 µM. 0.51% of 310,000 active;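 active = activation above the mean of controls blocked by dofetilide plus 5 SD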;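 note: thallium influx through hERG after potassium depolarization seen as dye fluorescence rise; in these data hits start at about 4.7%; inactives centre near -7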
* marks the source's active call; other numbers are inactive results; i = inactive; . = no result given. An excerpt; count on the stated rates, not on these rows.

SMILES,PolyA inh,RGS4 act,GSK3beta inhib,Dyrk1A ADPGlo,KCNQ1 pot,KCNK9 block,RGS4 inh,KCNK3 inh,GSK3 alpha inh,hERG protect,KCNQ1 block
Cc1ccc(S(=O)(=O)Cc2ccccc2Cl)cc1,i,i,-0.1,-2.8,i,i,i,i,.,-15.1,i
CCc1cccc(C)c1NC(=S)N(CCN(C)C)C(C)c1ccco1 (stereo not drawn),i,i,1.6,-4.8,i,i,i,i,-1.7,-7.0,i
Cc1ccc2c(O)c(C)c(=O)[nH]c2n1,i,i,1.8,0.4,i,i,i,i,-2.1,-6.5,i
Cc1cccc(-n2c(CNC(=O)c3ccc(S(=O)(=O)N4CCCCC4)cc3)n[nH]c2=S)c1,i,i,1.1,3.6,i,i,i,i,0.3,-6.8,i
O=C1CC(Cc2ccc(Cl)cc2)C(=O)N1c1cc(Cl)ccn1 (stereo not drawn),i,i,-0.3,.,i,i,i,i,12.5,-11.0,i
CC(=O)Nc1ccc(C(=O)OCc2ccccc2Br)cc1,i,i,0.9,-1.0,i,i,i,i,2.5,-11.6,i
CC(C)c1ccc(N(CC(=O)O)S(=O)(=O)c2cccnc2)cc1,i,i,1.1,-4.9,i,i,i,i,.,-11.4,i
O=C1CCC(=O)N1CCc1c[nH]c2ccccc12,i,i,-1.9,-1.1,i,i,i,i,-1.1,-4.1,i
O=C(/C=C/c1ccc(Cl)cc1Cl)c1nc2ccccc2[nH]1,i,i,-1.0,-1.3,i,i,i,i,.,-13.1,i
CC(C)c1ccc(/C=C/C(=O)NCCCc2ccccc2)cc1,i,i,0.9,-1.6,i,i,i,i,-1.6,-5.3,6*
CCOc1ccc(N(CC(=O)NC2CC2)S(=O)(=O)c2ccc(C)cc2)cc1,i,i,-2.8,-2.2,i,i,i,i,4.7,-6.5,i
Cc1ccc(S(=O)(=O)N2CCCOC2CNC(=O)C(=O)NCCc2c[nH]c3ccccc23)cc1 (stereo not drawn),i,i,-0.9,-0.4,i,i,i,i,-3.2,-12.6,i
Fc1ccc(-c2nc3c(-c4ccc(Cl)cc4)cnn3cc2CCN2CCOCC2)cc1,i,i,-1.1,.,i,i,i,i,3.8,0.7,i
COc1ccc(CCNC(=O)CSc2nnc3ccc(-c4ccccn4)nn23)cc1OC,i,i,-1.5,6.6,i,i,i,i,-2.3,-17.0,i
N#CC1(NC(=O)COC(=O)C23CC4CC(CC(O)(C4)C2)C3)CCCCC1,i,i,-0.2,0.6,i,i,i,i,1.4,-5.7,i
Nc1ccc2nc3c(=O)[nH]c(=S)[nH]c3nc2c1,i,i,-4.4,6.9,i,i,i,i,-0.4,-53.5,i
Cc1ccc(-n2nnc3ccccc3c2=O)cc1C,i,i,-2.1,1.0,i,i,i,i,-2.3,-11.6,i
COC(=O)c1ccc(NC(=O)CN(c2ccc(C)cc2)S(=O)(=O)c2c(C)nn(C)c2C)cc1,i,i,-0.7,7.3,i,i,i,i,-0.7,-5.0,i
Cc1ccccc1C(=O)NNC(=O)CCC(=O)Nc1cccc(Cl)c1C,i,i,-2.7,4.0,i,i,i,i,-1.1,-4.3,i
O=C(CN1C(=O)/C(=C\C=C\c2ccccc2)SC1=S)Nc1ccc(F)cc1,i,i,1.5,-4.2,i,i,i,i,-0.1,-7.9,i
CCOc1cccc(CNCCCSc2ncccn2)c1,i,i,1.4,9.3,i,i,i,i,-1.5,-9.7,i
CSc1ccc(C2C(C#N)=C(N)Oc3cc4c(cc32)OCO4)cc1 (stereo not drawn),i,i,2.4,.,i,i,i,i,-2.8,-0.8,i
CC1CN(c2ccc(NC(=S)Nc3ccc(N4CC(C)OC(C)C4)cc3)cc2)CC(C)O1 (stereo not drawn),i,i,1.3,6.0,i,i,i,i,0.6,-6.5,i
COc1cccc(NC(=O)C(OC(=O)c2ccccc2NS(=O)(=O)c2cccs2)c2ccccc2)c1 (stereo not drawn),i,i,-3.1,-5.3,i,i,i,i,0.3,-19.8,i
CN(C)c1ccc(-c2noc(C3CCN(C(=O)Nc4ccc(Cl)cc4)CC3)n2)cc1,i,i,-0.3,0.7,i,i,i,i,-0.3,-15.3,i
Cc1cc(C)cc(C(=O)NC(CC(N)=O)c2ccc(NC3CCCC3)c([N+](=O)[O-])c2)c1 (stereo not drawn),i,i,3.5,-10.1,i,i,i,i,-2.4,-7.2,i
COc1ccc2cc(S(=O)(=O)n3cnc(C)c3)ccc2c1,i,i,4.2,37.2,i,i,i,i,-5.5,-11.0,i
COCCN(C(=O)CNC(=O)c1cccs1)C(C(=O)NC(C)(C)C)c1ccccc1 (stereo not drawn),i,i,0.6,-0.9,i,i,i,i,0.0,-6.1,i
O=C(Nc1ccccc1)Nc1ccccn1,i,i,-1.4,0.0,i,i,i,i,-0.3,-5.0,i
CC(N=Cc1nc(-c2ccccc2)oc1O)c1ccccc1 (stereo not drawn),i,i,-2.6,27.6,i,i,i,i,1.7,-4.7,i
CC(C)(C)OC(=O)NC(Cc1ccccc1)C(=O)N1CCC(C(=O)NCC(=O)Nc2ccc(F)cc2)CC1 (stereo not drawn),i,i,2.8,-3.6,i,i,i,i,-0.9,-21.9,i
CC(O)[C@@]1(O)CC[C@H]2[C@@H]3CC[C@H]4C[C@@H](O)CC[C@]4(C)C3=CC[C@@]21C (stereo partly drawn),i,i,1.4,7.0,i,i,i,i,-5.8,-9.4,i
CC1/C(=N/O)C(CN(C)C)C2CC1C2(C)C (stereo not drawn),i,i,-2.0,0.1,i,i,i,i,-0.2,-5.6,i
O=C(CSc1nnc(-c2ccc(F)cc2)o1)N1CCCCC1,i,i,-0.8,13.4,i,i,i,i,-0.6,-5.4,i
Cc1cc(/C=C\c2ccccc2)nc2ccccc12,i,i,3.0,0.2,i,i,i,i,-2.3,-18.6,i
O=C(NCCCN1CCCCC1)C1CCC(=O)N1CCc1ccccc1 (stereo not drawn),i,i,0.0,-0.2,i,i,i,i,-1.1,-3.1,i
CC(C)OC(=O)/C(=C\c1cccnc1)NC(=O)c1ccccc1,i,i,0.4,.,i,i,i,i,-0.4,-4.6,i
C=CCn1c(C2CC(=O)N(c3ccc(C)cc3)C2)nc2ccccc21 (stereo not drawn),i,i,2.2,3.1,i,i,i,i,-4.5,-6.5,i
O=C(CCc1nnc(Cc2ccc(-c3ccccc3)cc2)o1)NCCc1cccnc1,i,i,-0.1,0.0,i,i,i,i,3.0,-20.3,i
COC(=O)C1=NN(C(=O)c2ccccc2)C(C)(O)C1 (stereo not drawn),i,i,-2.2,-9.9,i,i,i,i,-2.0,3.7,i

A second format for 2 compounds above.
Below each SMILES – PolyA inh, RGS4 act, GSK3beta inhib, Dyrk1A ADPGlo, KCNQ1 pot, KCNK9 block, RGS4 inh, KCNK3 inh, GSK3 alpha inh, hERG protect, KCNQ1 block
- O=C(Nc1ccccc1)Nc1ccccn1
    i, i, -1.4, 0.0, i, i, i, i, -0.3, -5.0, i
- CCOc1cccc(CNCCCSc2ncccn2)c1
    i, i, 1.4, 9.3, i, i, i, i, -1.5, -9.7, i

Going on with the list.
SMILES,PolyA inh,RGS4 act,GSK3beta inhib,Dyrk1A ADPGlo,KCNQ1 pot,KCNK9 block,RGS4 inh,KCNK3 inh,GSK3 alpha inh,hERG protect,KCNQ1 block
COCC1CCCN(C(=O)c2ccc3oc(Cc4ccc(Cl)cc4)nc3c2)C1 (stereo not drawn),i,i,0.7,3.5,i,i,i,i,-1.6,-8.8,i
CC(=O)c1cccc(NC(=O)CSc2nc(=O)n(CCN3CCOCC3)c3c2CCC3)c1,i,i,2.5,1.3,i,i,i,i,-5.3,-6.4,i
Cc1cc(=O)oc2c(C)c(OC(C)C(=O)NCCCN3CCOCC3)ccc12 (stereo not drawn),i,i,-0.5,-6.0,i,i,i,i,-6.1,-6.5,i
N=c1n(CCN2CCOCC2)c2ccccc2n1CC(=O)c1cccc([N+](=O)[O-])c1,i,i,-3.0,23.6,i,i,i,i,1.2,-5.5,i
CCOC(=O)c1c(C)[nH]c(C)c1C(=O)CSc1nc2ccccc2n1CCOC,i,i,1.5,-1.4,i,i,i,i,1.7,-10.2,i
Cn1c(=O)c2c(nc(NCc3ccc4c(c3)OCO4)n2C)n(C)c1=O,i,i,-0.7,-1.9,i,i,i,i,-2.8,-3.8,i
CC1=C(C#N)C2(O)C(=O)c3ccccc3C2(O)N1 (stereo not drawn),.,i,0.3,.,i,i,i,i,-1.8,-6.3,i
O=C1c2ccccc2-c2nc3ccccc3cc21,i,i,4.4,40.8,i,i,i,i,0.2,-5.2,i
CC(C)CCN1CCN(Cc2ccc(C#CCCO)cc2)CC1CCO (stereo not drawn),i,i,-2.8,-2.6,i,i,i,i,0.8,-12.1,i
COC(=O)c1ccccc1NC(=O)C1CC(=O)N(c2ccccc2)C1 (stereo not drawn),i,i,-0.6,6.8,i,i,i,i,0.9,-13.1,i
